# AmpC det inh – AmpC beta-lactamase inhibition, detergent assay | P00811 | purified AmpC, nitrocefin hydrolysis with detergent | Potency, µM (top dose mostly 28.7 µM), for the others: top-dose activity change, negative = inhibition | 0.09% of 71,000 active | AID 584; active = well fitted curve in the direction sought with a large enough effect
# Target sequence (P00811 whole entry, looked up): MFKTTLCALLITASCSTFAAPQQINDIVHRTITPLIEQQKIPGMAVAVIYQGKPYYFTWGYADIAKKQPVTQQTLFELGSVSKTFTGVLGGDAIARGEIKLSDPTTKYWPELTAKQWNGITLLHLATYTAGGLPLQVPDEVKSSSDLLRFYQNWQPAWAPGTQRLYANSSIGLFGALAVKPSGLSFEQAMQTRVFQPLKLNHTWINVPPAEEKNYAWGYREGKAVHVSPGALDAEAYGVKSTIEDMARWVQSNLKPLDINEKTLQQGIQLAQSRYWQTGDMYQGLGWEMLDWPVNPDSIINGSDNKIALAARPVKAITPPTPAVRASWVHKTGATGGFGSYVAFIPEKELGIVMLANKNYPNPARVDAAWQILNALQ
#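 E. coli AmpC (5.3 nM) in 20 mM phosphate pH 7.0 with 0.01% Triton X-100, preincubated 15 min RT with compound; nitrocefin (2 uL of 800 uM stock) hydrolysis followed by 480 nm absorbance every 20 s over 4 min.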
# * = called active by the depositor; [ ] = dose if it differs, or a comment. % is set by controls: 0 for no effect and ±100 for the full control effect; potency is the fitted concentration of half-maximal effect. Only part of the results is shown, so the mix of outcomes need not match the whole.
SMILES,AmpC det inh
Nc1nc2n(c1C(=O)c1ccccc1)CCC2,0%
O=C(Cn1nc(-c2ccccc2F)ccc1=O)NCc1ccc2c(c1)OCO2,12%
CCCCOC(=O)Nc1cc(OC)c(Cl)cc1OC,5%
O=C(Nc1ccc(C(=O)N2CCOCC2)cc1)Nc1cccc(Cl)c1,9%
CCN(CC)CCCN1C(=O)C(=O)/C(=C(/O)c2ccc3c(c2)OCO3)C1c1ccccn1 (configuration not stated),-3%
O=C(CC(=O)NCc1cccnc1)NCc1cccnc1,21%
COc1ccc(CNC(=O)c2ccc3c(c2)N(C)C(=O)CS3=O)cc1 (configuration not stated),5%
CC(C)C[C@H](NC(=O)OC(C)(C)C)C(=O)N1CCC(C(=O)N[C@@H](Cc2ccccc2)C(=O)O)CC1,-2%
Cc1ccc(S(=O)(=O)Nc2ccc3nc(N)sc3c2)cc1,2%
CSC1=C(C#N)C2(CCCCC2)C(C(=O)Nc2ccccc2)=C(C)N1,11%
O=C(N[C@@]1(C(=O)O)C[C@@H]1c1ccccc1)c1ccccc1,-4%[5.75 µM]
Cc1ccc(/C=N/c2sc3c(c2C#N)CCC3)s1,-3%
O=C(CSc1nnc(-c2ccco2)n1Cc1ccco1)NCc1cccs1,2%
Cc1ccc(N(CN2CCCC2=O)C(=O)c2ccc(C)c(C)c2)cc1,15%
CCOC(=O)CSC1=C(C#N)C(c2ccccc2Cl)C(C(=O)OC)C(=O)N1 (configuration not stated),10%
CC(C)(C)NC(=O)C(c1ccc(I)cc1)N(CCN1CCOCC1)C(=O)CCCNC(=O)c1ccccc1 (configuration not stated),10%
COC(=O)c1ccc(NC(=O)c2ccco2)cc1,6%
Cc1cc(N2CCCC2=O)cc(C)c1S(=O)(=O)NCCOc1ccccc1,-5%
CCC(C)Sc1nc2c(cnn2-c2ccc(C)cc2)c(=O)[nH]1 (configuration not stated),12%
CC(C)C[C@@H](CC(=O)N[C@@H](CCC(=O)O)CC(=O)O)NC(=O)[C@@H]1CNCC[C@H]1NC(=O)C[C@@H](NC(=O)C[C@H](Cc1ccccc1)NC(=O)[C@@H]1CCCC[C@H]1N)C(C)C,-4%
COc1ccc(NC(=O)c2cc(-c3ccc(OC)c(OC)c3)on2)cc1OC,-6%
COc1ccc2[nH]cc(CCNc3nc(-c4cccc(NS(C)(=O)=O)c4)nc4ccccc34)c2c1,9%
Cc1ccc(NC(=O)CSc2nnc(-c3ccccc3Br)o2)cc1C,-5%
O=C(CSc1nnc(CNC(=O)c2cccs2)o1)NC1CCCC1,-2%
CCOC(=O)CCc1c(C)nc2ncnn2c1C,-6%
SMILES,AmpC det inh
N#CC(=NCCO)C1=C(O)c2ccccc2C1=O,-3%[5.75 µM]
Cc1cc(NC(=O)c2ccc(N(C)S(=O)(=O)c3ccccc3)cc2)no1,-4%
COc1ccccc1N1CCN(C(=O)C(Cc2ccccc2)NC(=O)C2CCCCC2)CC1 (configuration not stated),-3%
CC(C)CC(c1nnnn1Cc1ccco1)N1CCN(c2cccc(Cl)c2)CC1 (configuration not stated),1%
CC(C)=C1C2C=CC1C(C(=O)Nc1cc(C)ccc1C)C2C(=O)O (configuration not stated),-6%
CCOC(=O)N1CCC(NC(=O)CCCN2C(=O)CSc3ncccc32)CC1,11%
Cc1cc(C)cc(NC(=O)CSc2nnc(-c3ccccc3C)o2)c1,-4%
COC(=O)[C@H](CCSC)NC(=O)Nc1ccc(C)cc1C,-1%
Cc1cccc(-c2noc(C3CCCCC3)n2)c1,-7%
C=CCCCOc1ccc(C(=O)O)cc1,2%
Cn1c(=O)n(CCN2CCOCC2)c(=O)c2c1nc1n2CCN1c1ccc(Oc2ccccc2)cc1,0%
CCOC(=O)c1[nH]c(C)c(C(=O)OCc2c(C)noc2C)c1C,-9%
O=C1CCCC2=C1C1(CCCCC1)N=C(Nc1nc3ccccc3o1)N2,-3%
CN(C)c1ncc2nc(-c3ccc(Cl)cc3)c(=O)n(Cc3cccs3)c2n1,18%
O=C(COc1ccccc1)Nc1ccccc1N1CCCCC1,19%
O=C(CSc1nnc(Cn2nnc(-c3ccccc3)n2)n1-c1ccccc1)Nc1ccccc1,2%
CC(=O)[C@@]1(O)CC[C@H]2[C@H]3C[C@@H](C)C4=CC(=O)C=C[C@]4(C)[C@@]3(F)[C@@H](O)C[C@]21C,-3%[12.8 µM]
CNC(=O)c1ccc(-c2sc3nc(N4CCOCC4)c4c(c3c2N)CCCC4)o1,-2%
CCOC(=O)N1CCN(C(=O)COc2ccc(S(=O)(=O)Nc3ccc(OCC)cc3)cc2)CC1,-3%
Cc1nnc(NC(=O)CSC2CCCCC2)s1,12%
C[C@@]12CC[C@H]3[C@@H](CC[C@]4(O)C[C@H](O)CC[C@@]34C=O)[C@]1(O)CC[C@@H]2C1=CC(=O)OC1,0%[12.8 µM]
COC(=O)C(C)n1cnc2c(nnn2-c2ccc(OC)cc2)c1=O (configuration not stated),-8%
COc1ccc(CSc2n[nH]c(C)n2)cc1Br,11%
Cc1ccc(C2CC(=O)NC3=C2C(=O)CCC3)cc1Br (configuration not stated),-2%
CC(=O)c1c(N2CCN(C(=O)c3ccco3)CC2)nc(=S)n(-c2ccccc2)c1C,-2%
SMILES,AmpC det inh
COc1ccc(C(=O)O)cc1S(=O)(=O)N(C)CCc1cccnc1,15%
O=C(O)c1ccccc1C(=O)Nc1cc2c(cc1Br)-c1ccccc1C2=O,-5%[5.75 µM]
CCCCCn1c(CN2CCN(C(=O)OCC)CC2)nc2c1c(=O)[nH]c(=O)n2C,-1%
CC(=O)N1CCN(Cc2cc(=O)n3cc(Cl)c(C)c(Cl)c3n2)CC1,-1%
CCOc1ccccc1N1C(=O)c2ccc(C(=O)O)cc2C1=O,3%
COc1ccccc1-c1nc(N2CCOCC2)c2ccccc2n1,10%
O=C(c1cc(-c2ccccc2)on1)N1CCN(C(=O)c2ccco2)CC1,-6%
c1cc(CNC2=NCCCCC2)ccn1,-3%
CCOc1cccc(NC(=O)C2CC(=O)N(C)C(=Nc3ccccc3)S2)c1 (configuration not stated),5%
N=c1n(CCN2CCOCC2)c2ccccc2n1CC(=O)c1ccc(Cl)c(Cl)c1,-5%
Cc1csc2c(C#N)c(=O)c3c(n12)CCC3,7%
Clc1ccc(CSCCc2ccncc2)cc1Cl,-2%[5.75 µM]
COc1ccc(-c2nnc(SC(C)C(=O)Nc3ccc4c(c3)OCCO4)o2)cc1 (configuration not stated),-9%
Cc1cc(C)c2c(N)c(S(=O)(=O)c3ccccc3)sc2n1,-4%
CCOCCOC(=O)COc1ccc(N2C(=O)c3ccccc3C2=O)cc1,-3%
Cc1cc(C)nc(NS(=O)(=O)c2ccc(NC(=O)CCC3COc4ccccc4O3)cc2)n1 (configuration not stated),3%
Cc1nc(N)sc1-c1csc(N(C)c2ccc(O)cc2)n1,-1%
CCOC(=O)c1ccc(N2C(=O)CC(SCC(N)C(=O)OCC)C2=O)cc1 (configuration not stated),-4%
O=S(=O)(NCc1csc(-c2cccnc2)n1)c1cccs1,16%
Cc1sc2ncnc(N3CCCCC3C)c2c1C (configuration not stated),0%
CCn1c(N)c(C(=O)NCc2cccnc2)sc1=S,-6%
COc1ccc(C(O)c2nccn2Cc2ccccc2)cc1 (configuration not stated),0%
COc1cc(NC(=O)c2cccc3c2C(=O)N(Cc2cccnc2)C3)cc(OC)c1OC,9%
CC(C)CC12CN3CCN(CC(C3)C1O)C2 (configuration not stated),0%
CCCC(=O)n1nc(-c2ccco2)nc1SCc1ccccc1,-7%
SMILES,AmpC det inh
CCOC(=O)c1ccc(NC(=O)c2ccc3c(c2)OCO3)cc1,-5%
O=C(CSc1nnc(-c2ccco2)n1-c1ccccc1)NCc1ccc2c(c1)OCO2,-5%
CCOC(=O)C1CCCN(C(=O)CCc2ccccc2)C1 (configuration not stated),-2%
O=C1CNCc2[nH]c3ccccc3c2N1c1ccccc1,0%
O=C(O)CSCc1c(F)cccc1Cl,-2%
COc1ccc(CCN2CCCn3c2nc2c3c(=O)n(Cc3ccccc3F)c(=O)n2C)cc1OC,1%
O=C(c1ccc2c(c1)c(=O)oc1ccccc12)N1CCCCC1,-3%
COC(=O)c1c(NC(=O)CN2CCOCC2)sc2c1CCC(C)C2 (configuration not stated),-3%
COc1ccc2[nH]cc(C3N4CC5(C)CN3CC(C)(C4)C5=O)c2c1 (configuration not stated),1%
CCN1CCN(c2cc(C)c3cc(NC(=O)c4ccc(Br)o4)ccc3n2)CC1,-1%
COc1cccc(-n2nnnc2SCC(=O)Nc2cccc(NC(C)=O)c2)c1,13%
O=C(NCCOc1ccccc1)c1ncn[nH]1,-1%
Cc1ccnc(NC(=O)CCC(=O)N(CC(=O)NC2CCCCC2)c2ccc3c(c2)OCO3)c1,10%
COc1ccccc1C1C=C(c2ccccc2)Nc2nnnn21 (configuration not stated),-4%
CCOC(=O)N1CCC(NC(=O)C2CCCN(S(C)(=O)=O)C2)CC1 (configuration not stated),-4%
CCOC(=O)c1cc(C#N)c(SCC(=O)c2cc(C#N)c(SC)nc2C)[nH]c1=O,-5%
O=C1c2ccccc2C(=O)N1CCc1ccccn1,-10%
O=C(CC1C(=O)NCCN1C(=O)Nc1ccccc1)Nc1cccc(C(F)(F)F)c1 (configuration not stated),-5%
Cc1ccc(NC(=O)CC(O)(C(F)(F)F)C(F)(F)F)c(Br)c1,0%
COC(=O)[C@@]1(Cc2ccc(OC)cc2)[C@H]2c3cc(C(=O)N(C)C)n(Cc4ccc(C)o4)c3C[C@H]2CN1C(=O)c1ccccc1,2%
COC(=O)CSC1=C(C#N)C(c2ccc(C)cc2)C2=C(CCCC2=O)N1 (configuration not stated),-3%
COc1cc(C)c(C)cc1S(=O)(=O)N1CCCCC1c1cccnc1 (configuration not stated),-5%
Cc1c(C(=O)c2cccc3ccccc23)c2cccc3c2n1[C@H](CN1CCOCC1)CO3,17%
O=C(Nc1cccc(O)c1)c1ccccc1,-2%
O=C(CN(C(=O)C1COc2ccccc2O1)c1ccccc1)NCC1CCCO1 (configuration not stated),-3%

# Copied from the listing, 23 compounds:
SMILES,AmpC det inh
CCOC(=O)C1CCCN(C(=O)CCc2ccccc2)C1 (configuration not stated),-2%
O=C1CNCc2[nH]c3ccccc3c2N1c1ccccc1,0%
O=C(O)CSCc1c(F)cccc1Cl,-2%
COc1ccc(CCN2CCCn3c2nc2c3c(=O)n(Cc3ccccc3F)c(=O)n2C)cc1OC,1%
O=C(c1ccc2c(c1)c(=O)oc1ccccc12)N1CCCCC1,-3%
COC(=O)c1c(NC(=O)CN2CCOCC2)sc2c1CCC(C)C2 (configuration not stated),-3%
COc1ccc2[nH]cc(C3N4CC5(C)CN3CC(C)(C4)C5=O)c2c1 (configuration not stated),1%
CCN1CCN(c2cc(C)c3cc(NC(=O)c4ccc(Br)o4)ccc3n2)CC1,-1%
COc1cccc(-n2nnnc2SCC(=O)Nc2cccc(NC(C)=O)c2)c1,13%
O=C(NCCOc1ccccc1)c1ncn[nH]1,-1%
Cc1ccnc(NC(=O)CCC(=O)N(CC(=O)NC2CCCCC2)c2ccc3c(c2)OCO3)c1,10%
COc1ccccc1C1C=C(c2ccccc2)Nc2nnnn21 (configuration not stated),-4%
CCOC(=O)N1CCC(NC(=O)C2CCCN(S(C)(=O)=O)C2)CC1 (configuration not stated),-4%
CCOC(=O)c1cc(C#N)c(SCC(=O)c2cc(C#N)c(SC)nc2C)[nH]c1=O,-5%
O=C1c2ccccc2C(=O)N1CCc1ccccn1,-10%
O=C(CC1C(=O)NCCN1C(=O)Nc1ccccc1)Nc1cccc(C(F)(F)F)c1 (configuration not stated),-5%
Cc1ccc(NC(=O)CC(O)(C(F)(F)F)C(F)(F)F)c(Br)c1,0%
COC(=O)[C@@]1(Cc2ccc(OC)cc2)[C@H]2c3cc(C(=O)N(C)C)n(Cc4ccc(C)o4)c3C[C@H]2CN1C(=O)c1ccccc1,2%
COC(=O)CSC1=C(C#N)C(c2ccc(C)cc2)C2=C(CCCC2=O)N1 (configuration not stated),-3%
COc1cc(C)c(C)cc1S(=O)(=O)N1CCCCC1c1cccnc1 (configuration not stated),-5%
Cc1c(C(=O)c2cccc3ccccc23)c2cccc3c2n1[C@H](CN1CCOCC1)CO3,17%
O=C(Nc1cccc(O)c1)c1ccccc1,-2%
O=C(CN(C(=O)C1COc2ccccc2O1)c1ccccc1)NCC1CCCO1 (configuration not stated),-3%

# (listing goes on)
SMILES,AmpC det inh
COc1cccc(Nc2ncc3nc(CCc4ccccc4)c(=O)n(Cc4cccs4)c3n2)c1,-1%
O=C(COC(=O)c1cccc(S(=O)(=O)N2CCOCC2)c1)Nc1ccc2c(c1)OCO2,1%
O=S(=O)(O)[C@@H](CO)c1ccccc1 (tested in a mixture with another compound),-5%[5.75 µM]
COc1ccc(NC(=O)CC(Cc2ccccc2)C(=O)O)cc1 (configuration not stated),1%
CNC(=O)N(C1=NCC(C)S1)c1ccc(F)cc1F (configuration not stated),-4%
Cc1ccc(C2CC(C(F)F)n3ncc(C(=O)Nc4cnn(Cc5ccccc5C)c4)c3N2)cc1 (configuration not stated),1%
CC(C)=CCCC(C)CN1CCC(O)CC1 (configuration not stated),-4%
N[C@@H](Cc1c[nH]c2ccccc12)c1nnc(SCc2ccccc2)o1,1%
COc1ccc(N(CC(=O)Nc2ccc(S(=O)(=O)N3CCCC3)cc2)S(C)(=O)=O)cc1OC,-6%
Cc1cc(C)nc(SCC(=O)Nc2ccc(S(=O)(=O)Nc3nccs3)cc2)n1,-4%
O=c1c2c3n(c(=O)nc2[nH]n1-c1ccccc1)CCCCC3,-6%
Cc1cc(OCc2ccc(F)cc2)nc(-c2ccccc2O)n1,9%
CC(CC(=O)NC1CCSC1=O)c1ccccc1 (configuration not stated),0%
Nc1sc2c(c1C(=O)NC1CCS(=O)(=O)C1)CCC2 (configuration not stated),-4%
COc1cccc(-c2nnc(NC(=O)c3ccc(S(=O)(=O)N(CC(C)C)CC(C)C)cc3)o2)c1,11%
COc1cccc(NC(=O)CSc2ccc3nnc(-c4ccncc4)n3n2)c1,3%
COc1cccc(N(C(=O)c2ccco2)C(C(=O)NC2CCCC2)c2ccc(N(C)C)cc2)c1 (configuration not stated),8%
O=C1c2oc3ccccc3c(=O)c2C(c2cccc(O)c2)N1c1ccccn1 (configuration not stated),9%

# From PubChem BioAssay
